S3 lipid droplet: qHTS Assay for Lipid Storage Modulators in Drosophila S3 Cells; Drosophila S3 cells, BODIPY lipid droplet fluorescence, 18-24 h; cells fed with added oleic acid; 320,000 tested, 0.64% active; Potency in µM for hits, for the others lipid storage change, negative = inhibition, % at the top dose, mostly 46.1 µM; active = well fitted inhibition curve with a large enough effect in the signal ratio, with a control signal flat, not every such curve was filed as active; inconclusive = small, poorly fitted or top-dose-only effect, or effect the other way, or a change in a side signal; the % refers to the signal ratio
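Drosophila S3 cells loaded with oleic acid (400 uM, as added) and compounds at several concentrations; lipid droplets imaged by 488-nm laser-scanning cytometry, 500–530 nm intensity and object ratio to cell channel. Percent activity normalized to 20 uM Triacsin C.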
S3 lipid droplet cell count max: also measured in S3 lipid droplet; calls as there; cell number change, %; measured here: cell count max response;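 cells counted by Cell Tracker Red CMTPX staining in the red channel; peak over a dose series mostly up to 46.1 µM; percent activity relative to internal control wells on each plate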
Numbers without * were called inactive; i = inactive; ? = inconclusive; . = not tested or not shown; [ ] = remark or other dose. % is set by controls: 0 for no effect and ±100 for the full control effect; potency is the fitted concentration of half-maximal effect. Only part of the results is shown. The share of hits here may be higher or lower than overall.

SMILES	S3 lipid droplet	S3 lipid droplet cell count max
COc1ccccc1C(=O)C1CCCN(C(=O)c2ccco2)C1 (centres undefined)	-23%	15
O=C(NCC1(N2CCOCC2)CCCCC1)c1ccc(Cl)c(S(=O)(=O)NCc2ccco2)c1	?	.
CCCn1c(N)c(NCCN2CCOCC2)c(=O)[nH]c1=O	?	.
CCOC(=O)c1sc(=NC(=O)c2ccc(Br)cc2)n(C)c1C	5%	.
Cc1cc(=O)[nH]c(N/N=C/c2ccc(OC(=O)c3ccco3)cc2)n1	?	.
COc1ccc(-c2cc(C(=O)Nc3ccccc3F)on2)cc1	2%	12
COC(=O)c1[nH]c2c(c1C)C(=O)CCC2	?	.
Cc1ccc(CN2CCN(Cc3cnn(-c4ccc(F)cc4)c3)CC2CCO)o1 (centres undefined)	?	.
O=C(NCc1ccccc1)c1ccc(NC(=O)c2ccccc2F)cc1	?	.
COc1cccc(N2CCN(S(=O)(=O)c3ccc4c(c3)NC(=O)C(C)C(=O)N4)CC2)c1 (centres undefined)	?	.
CC1CCN(Cc2csc(N)n2)CC1	?	.
COC(=O)Cc1csc(N)n1	?	.
CC(O)CNc1nc2sc3c(c2c(=O)n1CCc1ccccc1)CCCCC3 (centres undefined)	1%	4
CC(CCc1ccccc1)NC(=O)C1CCN(S(=O)(=O)c2cnc[nH]2)CC1 (centres undefined)	16%	.
CCCCNC(=O)COC(=O)c1c2c(nc3ccccc13)CCC2	7.3µM*	1.3*
COC(=O)c1ccccc1S(=O)(=O)N1CCC(NC(=O)c2ccccc2)CC1	-14%	-8
Cc1noc(NS(=O)(=O)c2ccc(N3Cc4ccccc4C3=O)cc2)c1C	30%	9
Cc1ccc(CN2CCN(Cc3ccc(-n4cccn4)cc3C)CC2CCO)cc1 (centres undefined)	?	.
CSc1ncccc1C(=O)OCC(=O)NC1CC1	?	.
Cc1ccc(N(Cc2ccccc2F)S(C)(=O)=O)cc1C	?	.
COc1ccc2oc(=O)c(C(=O)OCC(=O)c3ccc([N+](=O)[O-])cc3)cc2c1	i	.
CCc1ccc(/C=C2/C(=O)N(c3ccccc3)C(=S)N2CC(=O)OC)s1	?	.
O=C(CCNS(=O)(=O)c1ccc(Cl)cc1)N1CCCC1	10%	-6
O=C1c2oc3ccc(F)cc3c(=O)c2C(c2cccc(O)c2)N1CCCN1CCOCC1 (centres undefined)	-5%	-11
O=C(COC(=O)c1ccco1)c1ccc2ccccc2c1	i	20
Additional structures.
SMILES	S3 lipid droplet	S3 lipid droplet cell count max
C=CCc1ccc(OCCOCCNCCCC)c(OC)c1	?	.
COc1ccccc1C(=O)NCCC(=O)N1CCCCCCC1	?	.
c1ccc2[nH]c(NCCN3CCOCC3)nc2c1	3%	-17
COc1cc(C(=O)NNC(=O)CCOc2cccc(Br)c2)cc(OC)c1OC	3%	0
CN(C(=O)CSc1nnc(N)s1)c1c(N)n(Cc2ccccc2)c(=O)[nH]c1=O	i	12
CC(C)COC(=O)/C(C#N)=C/c1c[nH]c2ccccc12	?	.
Cc1ccccc1Oc1ccc(Oc2ccccc2C)nn1	7%	-2
CN(c1ccccc1)S(=O)(=O)c1nnc(NC(=O)COc2ccccc2)s1	?	.
CCOC(=O)C1CCN(C(=O)Nc2ccc(OC(F)(F)F)cc2)CC1	9%	15
COC(=O)c1sccc1NC(=O)CC1C(=O)NCCN1C(=O)Nc1ccc(OCc2ccccc2)cc1 (centres undefined)	?	.
CCNC(=O)CSc1nc(-c2ccccc2)cs1	?	.
CCc1ccc(C(=O)NC(=S)NCc2cccnc2)cc1	?	.
FC(F)(F)COc1ccc(-c2nnc(SCc3ccccc3)o2)cn1	11%	-3
CCc1noc(C)c1C(=O)N(C)CC(=O)Nc1ccc(F)c(F)c1F	18%	16
CCCN(CCC)CCCNC(=O)c1cc2cc3ccc(OC)cc3nc2o1	-10%	-7
COc1ccc(/C=N/N=C2/SCC(=O)N2Cc2ccccc2)cc1	12%	13
COc1ccc(NC(=O)N[C@@H](CCSC)C(=O)O)cc1OC	-20%	8
O=C(Cc1ccccc1)N/N=C/c1ccccc1Cl	?	.
CSc1nc2nc3c(c(=O)n2[nH]1)CCC3	?	.
COc1cccc(C(=O)/C=C/Nc2ccc(S(=O)(=O)Nc3nc(C)cc(C)n3)cc2)c1	11%	2
COc1ccccc1/C=C\C=N\n1c(C2CCCCC2)n[nH]c1=S	-3%	-25
Cc1oc2ccc(O)cc2c1C(=O)c1ccc([N+](=O)[O-])cc1	?	.
O=C(CSc1nnc(SCc2ccccc2)s1)N/N=C/C=C\c1ccco1	18%	1
CCCC(=O)Nc1ccc(C(=O)Nc2cc(C(F)(F)F)ccc2Cl)cc1	?	.
CC1=C(C(=O)Nc2cccnc2)C(c2cccnc2)n2nc(-c3cccs3)nc2N1 (centres undefined)	2%	6
(list continues)
SMILES	S3 lipid droplet	S3 lipid droplet cell count max
Oc1c(C(c2cccs2)N2CCN(c3ccccc3)CC2)sc2ncnn12 (centres undefined)	9%	2
O=S(=O)(c1ccccc1)c1cnn(-c2ccccc2)c1-c1ccc(Cl)cc1	?	.
COc1ccc2c(c1)c(=O)c(Br)c(C)n2Cc1ccccc1	?	.
COc1ccc(OCC(=O)Nc2ccccc2O)cc1	?	.
O=C(COC(=O)c1cccc(S(=O)(=O)N2CCN(c3ccccc3)CC2)c1)NCC1CCCO1 (centres undefined)	?	.
CCOC(=O)C1=C(CSc2nc(C)cc(C)c2C#N)OC(N)=C(C#N)C1c1cccs1 (centres undefined)	?	.
CCC(C)COC(=O)c1ccc(C(=O)O)cc1 (centres undefined)	27%	19
CCOC(=O)C1(CCOC)CCN(Cc2ccc(C(=O)OC)cc2)CC1	?	.
O=C(c1cccc([N+](=O)[O-])c1)c1cc2ccccc2o1	?	.
CCC(Nc1nc(-c2ccccc2)nc2ccccc12)C(=O)O (centres undefined)	i	.
CCc1ccc2nc(N)sc2c1	i	.
CC(C)c1nc2sc3c(c2c(=O)o1)CCCC3	?	.
CCOC(=O)C(NC(C)=O)(Nc1ccc(S(=O)(=O)Nc2ncccn2)cc1)C(F)(F)F (centres undefined)	?	.
O=C(c1ccc([N+](=O)[O-])o1)N1CCc2ccccc2C1	-10%	1
CC(=O)N1CCN(C23CC4CC(CC(C4)C2)C3)CC1	?	.
N/C(Cc1ccc([N+](=O)[O-])cc1)=N\OC(=O)c1cccc(Br)c1	?	.
CNc1nc(Cl)nc(Nc2ccccc2)n1	?	.
NC(=O)c1ccccc1OCCOCCOCCOc1ccccc1C(N)=O	i	.
CCc1nnc(NC(=O)c2ccc3nc(CC)c(CC)nc3c2)s1	?	.
O=C(Cn1nc(Cc2cccnc2)c2ccccc2c1=O)NCc1ccc2c(c1)OCO2	?	.
COC(=O)c1c(C)[nH]c(C(=O)/C=C/c2cccc(Cl)c2)c1C	-6%	-24
CC(C)C[C@H]1CN=C(Nc2ccccc2)N1CC1CCC1	-27%	15
CC1(C)CC(=O)C=C(Nc2ccc(Br)cn2)C1	16%	5
Cc1ccccc1N1CC(C(=O)Nc2ccc(S(=O)(=O)N3CCCCC3)cc2)CC1=O (centres undefined)	2%	27
COc1ccc(CCNCC(=O)Nc2ccc(OC(F)(F)F)cc2)cc1OC	?	.
The list continues.
SMILES	S3 lipid droplet	S3 lipid droplet cell count max
CCC(C)N(C(=O)CSc1nnc2ccccn12)C1CCS(=O)(=O)C1 (centres undefined)	?	.
N#CCSc1nnc(-c2sc3ccccc3c2Cl)o1	?	.
COc1ccc(CCC(C)N2CCc3ccccc3C2)cc1 (centres undefined)	?	.
COC(=O)c1c(NC(=O)C(Cl)Cl)sc2c1C(C(=O)OC)CC2 (centres undefined)	?	.
N=C1C(=O)OCC1c1ccccc1NC(=O)c1ccc(F)cc1 (centres undefined)	i	-9
CN1CCN(CC(=O)Nc2ccc(Cl)cc2Cl)CC1	8%	1
O=C(/C=C/c1ccccc1Cl)c1ccccc(=O)c1O	?	.
CSc1ccccc1C(=O)NC1CCCN(Cc2ccccc2F)C1 (centres undefined)	i	27
O=C(Nc1cccc([N+](=O)[O-])c1)C1CC(=O)N(C2CCCCC2)C1 (centres undefined)	-17%	-7
CCN(CC)CCCNC(=O)c1cc(Cl)c(NC(=O)C2=C(C)OCCS2)cc1OC	-15%	.
COC(=O)c1ccc(NC(=O)CN(c2ccc3c(c2)OCO3)S(C)(=O)=O)cc1	?	.
COc1cc(/C=C/C(=O)O)cc(S(=O)(=O)Nc2ccc3c(c2)OCO3)c1OC	?	.
Cc1ccc(Nc2c(F)c(F)c(F)c(F)c2C(=O)O)cc1	-4%	.
CC1CC(NS(=O)(=O)c2cc3c4c(c2)CCN4C(=O)CC3)CC(C)(C)C1 (centres undefined)	?	.
O=C(CN1C(=O)NC2(CCCc3ccccc32)C1=O)NCc1ccc(Cl)cc1Cl (centres undefined)	i	-6
CCOc1ccc(C(=O)CCC(=O)Nc2ccccc2C)cc1	?	.
CC(C(=O)N(C)Cc1ccccc1)N1CCN(C/C=C/c2ccccc2)CC1 (centres undefined)	?	.
CC(C)C1COS(=O)(=O)NC1CC(=O)SC(C)(C)C (centres undefined)	?	.
Cc1cccc(NC(=O)CSc2nc(C)c(Cc3ccccc3)c(=O)[nH]2)c1C	0%	18
CCn1c(SCC(=O)Nc2ccc3[nH]c(=O)[nH]c3c2)nnc1-c1ccccc1	5%	12
CCOC(=O)c1cc(NC(=O)N(C(C)C)C2CCCCC2)c(C)nc1C	i	10
Cc1cc(NC2C3CC4CC(C3)CC2C4)n2nnnc2n1 (centres undefined)	8%	-1
O=Cc1c(NCCN2CCOCC2)c2ccccc2[nH]c1=O	-14%	-1
COc1ccccc1NC(=O)Cn1cncc1-c1ccc([N+](=O)[O-])cc1	-27%	-15
Cn1c(=O)c2c(nc3n2CC(CO)O3)n(C)c1=O (centres undefined)	i	-24
Other entries follow:
SMILES	S3 lipid droplet	S3 lipid droplet cell count max
O=C(c1n[nH]c2c1CCC2)N1CCCC(Nc2cccc(F)c2)C1 (centres undefined)	i	-9
N#CCCn1[nH]c(-c2ccccc2)cc1=O	-5%	-1
Cc1ccc(C(=O)Cn2nnc3ccccc32)cc1C	19%	-2
CCCCC(=O)Nc1ccc(C(=O)NCCc2ccc(S(N)(=O)=O)cc2)cc1	?	.
Nc1nonc1-n1nnc(C(=O)N/N=C/c2ccc(OCc3ccc(F)cc3)cc2)c1COc1ccccc1	7%	-9
COc1cccc(C2=CC(=O)CC(C)(C)C2)c1	?	.
O=C1N/C(=N/N=C/c2ccccc2O)SC1Cc1ccc(F)cc1 (centres undefined)	?	.
Cc1cccc(N(CC(=O)NCCSCc2ccco2)S(=O)(=O)c2ccccc2)c1	?	.
COCC(=O)Nc1ccc(N(C)C)cc1	i	.
COc1ccc(C)cc1NC(=O)c1sc2ncnc(N3CCN(c4ccccn4)CC3)c2c1C	?	.
COc1ccc(C)cc1NS(=O)(=O)c1ccc(Cl)nc1	?	.
CC1CN(S(=O)(=O)c2ccc(NC(=O)CCCN3C(=O)c4ccccc4C3=O)cc2)CC(C)O1 (centres undefined)	?	.
O=C(O)c1cccc(Nc2ncnc3sccc23)c1	-6%[9.22 µM]	3
CC(C)(C)c1ccc2c(c1)OC(C(=O)N/N=C\c1ccccn1)CO2 (centres undefined)	-6%	.
COc1cccc(CNC(=O)c2nnn(CC(=O)Nc3c(C)cccc3C)c2N)c1	?	.
NS(=O)(=O)OCCCCCc1ccccc1	?	.
Cc1ccc2cn[nH]c2c1NC(=S)NC(=O)c1ccccc1	?	.
O=C(Nc1ccc(Cl)cc1F)c1ccccc1Br	?	.
O=C(Nc1ccc(N2CCCC2)c(Cl)c1)c1cccs1	?	.
COc1ccccc1C(=O)N1CCc2ccccc21	?	.

22 of the compounds above, bar-delimited.
Structure | S3 lipid droplet | S3 lipid droplet cell count max
O=Cc1c(NCCN2CCOCC2)c2ccccc2[nH]c1=O | -14% | -1
COc1ccccc1NC(=O)Cn1cncc1-c1ccc([N+](=O)[O-])cc1 | -27% | -15
Cn1c(=O)c2c(nc3n2CC(CO)O3)n(C)c1=O (centres undefined) | i | -24
O=C(c1n[nH]c2c1CCC2)N1CCCC(Nc2cccc(F)c2)C1 (centres undefined) | i | -9
N#CCCn1[nH]c(-c2ccccc2)cc1=O | -5% | -1
Cc1ccc(C(=O)Cn2nnc3ccccc32)cc1C | 19% | -2
CCCCC(=O)Nc1ccc(C(=O)NCCc2ccc(S(N)(=O)=O)cc2)cc1 | ? | .
Nc1nonc1-n1nnc(C(=O)N/N=C/c2ccc(OCc3ccc(F)cc3)cc2)c1COc1ccccc1 | 7% | -9
COc1cccc(C2=CC(=O)CC(C)(C)C2)c1 | ? | .
O=C1N/C(=N/N=C/c2ccccc2O)SC1Cc1ccc(F)cc1 (centres undefined) | ? | .
Cc1cccc(N(CC(=O)NCCSCc2ccco2)S(=O)(=O)c2ccccc2)c1 | ? | .
COCC(=O)Nc1ccc(N(C)C)cc1 | i | .
COc1ccc(C)cc1NC(=O)c1sc2ncnc(N3CCN(c4ccccn4)CC3)c2c1C | ? | .
COc1ccc(C)cc1NS(=O)(=O)c1ccc(Cl)nc1 | ? | .
CC1CN(S(=O)(=O)c2ccc(NC(=O)CCCN3C(=O)c4ccccc4C3=O)cc2)CC(C)O1 (centres undefined) | ? | .
O=C(O)c1cccc(Nc2ncnc3sccc23)c1 | -6%[9.22 µM] | 3
CC(C)(C)c1ccc2c(c1)OC(C(=O)N/N=C\c1ccccn1)CO2 (centres undefined) | -6% | .
COc1cccc(CNC(=O)c2nnn(CC(=O)Nc3c(C)cccc3C)c2N)c1 | ? | .
NS(=O)(=O)OCCCCCc1ccccc1 | ? | .
Cc1ccc2cn[nH]c2c1NC(=S)NC(=O)c1ccccc1 | ? | .
O=C(Nc1ccc(Cl)cc1F)c1ccccc1Br | ? | .
O=C(Nc1ccc(N2CCCC2)c(Cl)c1)c1cccs1 | ? | .
